# All columns: NCI-60 one-dose screen, growth in % after 48 h at 10 µM unless noted; 100 = growth as untreated, 0 = no growth, -100 = all killed.
# NCI-H322M: NCI-H322M lung cancer. AID 1794733. 2.7% of 80,000 active
# NCI/ADR-RES: NCI/ADR-RES ovarian cells; 4.4% of 81,000 active
# SK-OV-3: SK-OV-3 ovarian cancer cells; AID 1794785; 3.2% of 80,000 active
# NCI-H226: NCI-H226 lung cancer | 3.5% of 79,000 active | AID 1794732
# NCI-H23: NCI-H23 lung cancer | 4% of 80,000 active
# IGROV1: IGROV1 ovarian cancer. 4.7% of 79,000 active. AID 1794786
# OVCAR-4: OVCAR-4 ovarian cancer cells. 3.7% of 80,000 active
# NCI-H460: NCI-H460 lung cancer; 6.8% of 82,000 active
# NCI-H522: NCI-H522 lung cancer. 8% of 78,000 active
# Active calls of the source: *; . = no result given; & = joins results of further samples; ! = a repeat was not active; [ ] = dose if it differs, or a comment. The calls were made as follows: active = growth percent below 10; inactive = the rest.
No. | SMILES | NCI-H322M | NCI/ADR-RES | SK-OV-3 | NCI-H226 | NCI-H23
1 | N#C/C(=C\c1cccc2cnccc12)N1N=NC2C=CC=CC21 (stereo unspecified) | 67 | 43 | 86 | 69 | 49
2 | O=C(CN1CCN(c2cc(=O)[nH]c3ccc(F)cc23)CC1)Nc1nc(-c2ccc(Cl)cc2)cs1 | 71 | 58 | 88 | 70 | 87
3 | CC(=O)Nc1c(Br)cc2c(c1Br)Cc1cc([N+](=O)[O-])ccc1-2 | 94 | 86 | 71 | 101 | 88
4 | OC(CSc1ccccc1)CN1CCN(c2ccc(Cl)cc2)CC1 (stereo unspecified) | 110 | 89 | 110 | 92 | 107
5 | Cn1c(=O)c(F)c(Nc2ccc(I)cc2F)c2c(=O)n(C[C@@H](O)CO)cnc21 | 14 | 61 | 45 | 52 | 22
6 | Cn1c(SCC(=O)NNc2ncnc3ccccc23)nc(-c2ccc(Cl)cc2)c(C#N)c1=O | 102 | 102 | 90 | 89 | .
7 | CCN(CC)CCCNC(=O)c1ccc(N)cc1O | 90 | 96 | 105 | 88 | 95
8 | CN(C)CC(N)C(=O)O (stereo unspecified) | 115 | 102 | 113 | 97 | 105
9 | COc1cc(C=C2C(=O)NC(=O)NC2=O)cc(CN2CCOCC2)c1O | 103 | 113 | 95 | 106 | 104
10 | O=C(/C=C/Nc1cc(-c2ccccc2)nn1-c1ccccc1)c1ccc(F)cc1 | 94 | 99 | 105 | 92 | 87
11 | COc1cc(CNC(=O)/C=C/C=C/c2ccc3c(c2)OCO3)ccc1OCc1cn(-c2cccc([N+](=O)[O-])c2)nn1 | 94 | 89 | . | 75 | 83
12 | O=S(=O)(NCCNc1cc(-c2c(-c3cccc(O)c3)nc3sccn23)ccn1)c1ccc(C(F)(F)F)cc1 | 61 | 58 | 45 | 38 | 52
13 | Fc1cc(-c2nnc3sc(-c4ccc(Cl)cc4)nn23)c(Cl)cc1Cl | 82 | 104 | 107 | 93 | 92
14 | COc1ccc(/C=C2\SC(=O)N(Cc3cc(=O)oc4ccc(OC)cc34)C2=O)cc1 | 85 | 96 | 97 | 68 | 72
15 | Cc1ccc2nc3nc4no[nH]c4nc3c2c1Br | 113 | 95 | 89 | 90 | 97

No. | IGROV1 | OVCAR-4 | NCI-H460 | NCI-H522
1 | 28 | 25 | 41 | 14
2 | 49 | 61 | 79 | 82
3 | 59 | 84 | 70 | 94
4 | 114 | 92 | 109 | 90
5 | 11 | 56 | 62 | 41
6 | 84 | 118 | 108 | 101
7 | 92 | 118 | 108 | 97
8 | 114 | 97 | 102 | 96
9 | 111 | 118 | 109 | 108
10 | 96 | 98 | 98 | 86
11 | 77 | 73 | 99 | 73
12 | 36 | 22 | 21 | 38
13 | 100 | 93 | 103 | 83
14 | 98 | 64 | 94 | 78
15 | 129 | 67 | 92 | 92

# Entries of single compounds, looked up by structure. Screens in order: NCI-H322M, NCI/ADR-RES, SK-OV-3, NCI-H226, NCI-H23, IGROV1, OVCAR-4, NCI-H460, NCI-H522
# Record of O=C(CN1CCN(c2cc(=O)[nH]c3ccc(F)cc23)CC1)Nc1nc(-c2ccc(Cl)cc2)cs1 : 71, 58, 88, 70, 87, 49, 61, 79, 82
# Record of CC(=O)Nc1c(Br)cc2c(c1Br)Cc1cc([N+](=O)[O-])ccc1-2 : 94, 86, 71, 101, 88, 59, 84, 70, 94
# Record of COc1ccc(/C=C2\SC(=O)N(Cc3cc(=O)oc4ccc(OC)cc34)C2=O)cc1 : 85, 96, 97, 68, 72, 98, 64, 94, 78
# Record of Cn1c(=O)c(F)c(Nc2ccc(I)cc2F)c2c(=O)n(C[C@@H](O)CO)cnc21 : 14, 61, 45, 52, 22, 11, 56, 62, 41
# Record of Fc1cc(-c2nnc3sc(-c4ccc(Cl)cc4)nn23)c(Cl)cc1Cl : 82, 104, 107, 93, 92, 100, 93, 103, 83

# (continued)
No. | SMILES | NCI-H322M | NCI/ADR-RES | SK-OV-3 | NCI-H226 | NCI-H23
16 | c1coc(C2OCCO2)c1 | 93 | 107 | 101 | 94 | 102
17 | CCCCCCCC1(C)NC(=O)NC1=O (stereo unspecified) | 119 | 138 | 114 | 113 | 132
18 | COc1cc(-c2cc(-c3ccc(Nc4nc(Nc5ccccc5)nc(Nc5ccc(Cl)cc5)n4)cc3)nc(N)n2)cc(OC)c1OC | 82 | 51 | 113 | 76 | 47
19 | O=C(OCC1OC(c2ccccc2)OC1C1OC(c2ccccc2)OC1COC(=O)c1ccccc1)c1ccccc1 (stereo unspecified) | 117 | 99 | 96 | 86 | 93
20 | COc1cc(-c2cc(-c3nc4cc(F)ccc4nc3C)nc(N)n2)cc(OC)c1OC | 100 | 92 | 145 | 113 | 97
21 | CN(C)c1ccc(C(=O)Nc2ncc(C#N)s2)cc1 | 102 | 123 | 120 | 101 | 93
22 | Nc1ncnc2c1c(-c1ccc(Cl)cc1)nn2Cc1ccc(B(O)O)cc1 | 74 | 85 | 39 | 57 | 79
23 | Cc1cccc(C)c1NC=O | 113 | 106 | 104 | 96 | 103
24 | Fc1ccccc1CNc1nc(SCCN2CCOCC2)nc2c1cnn2CC(Cl)c1ccc(Br)cc1 (stereo unspecified) | 75 | 34 | 58 | 32 | 45
25 | COc1ccc(/C=C/c2nc3ccccc3s2)cc1OP(=O)(O)O | 96 | 57 | 113 | 105 | 84
26 | O=C(N=Nc1c(O)[nH]c2ccc(Br)cc12)c1ccco1 | 93 | 96 | . | 83 | 88
27 | CNC(c1ccccc1)C(C)(C)O (stereo unspecified) | 101 | 103 | 95 | 97 | 95
28 | CCN(CC)Cc1cc(Nc2c3ccc(Cl)cc3nc3ccc(OC)cc23)ccc1O | 62 | 42 | 55 | 86 | 66
29 | Cc1cc(C)c(NC(=O)N(CCCl)N=O)cc1C | 106 | 113 | 106 | 106 | 122
30 | c1ccc2[nH]c(-c3ccc(C4NCCc5c4[nH]c4ccccc54)cc3)nc2c1 (stereo unspecified) | 93 | 109 | 96 | 94 | 102

No. | IGROV1 | OVCAR-4 | NCI-H460 | NCI-H522
16 | 103 | 92 | 103 | 102
17 | . | 105 | 104 | 100
18 | 39 | 50 | 66 | 66
19 | 99 | 99 | 98 | 79
20 | 111 | 95 | 102 | 90
21 | 109 | 69 | 82 | 58
22 | 28 | 82 | 73 | 56
23 | 114 | 102 | 105 | 96
24 | 74 | 45 | 17 | 58
25 | 80 | 67 | 99 | 67
26 | 89 | . | 105 | 76
27 | 107 | 99 | 109 | 91
28 | 30 | 59 | 35 | 39
29 | 113 | 99 | 100 | .
30 | . | 98 | 104 | 83

# Going on with the list:
No. | SMILES | NCI-H322M | NCI/ADR-RES | SK-OV-3 | NCI-H226 | NCI-H23
31 | COc1ccc(C2(SCCNCc3cc(N(C)C)ccn3)c3ccccc3C=Cc3ccccc32)cc1 | 35 | -48* | 37 | 51 | 13
32 | CNCCNc1nc2ccccc2c2c(=O)c3cc(OC)ccc3sc12 | 39 | 52 | . | . | 70
33 | CN1CCN(c2ccncc2S(=O)(=O)N2CCCC2)CC1 | 109 | 101 | 103 | 105 | 101
34 | COc1nccc2cc3c(=O)n4c(cc5cc(Cl)ncc54)c(=O)n3c12 | 100 | 106 | 103 | . | 98
35 | O=C(O)CCC(=O)/C=C/c1ccc([N+](=O)[O-])cc1 | 99 | 106 | 100 | 104 | 102
36 | CC(=O)N1c2ccccc2C=CC1C#N (stereo unspecified) | 95 | 102 | 94 | 90 | 95
37 | O=c1[nH][n+](-c2ccc(Br)cc2)no1 | 72 | 74 | 82 | 73 | 89
38 | COc1cc(/C=C/c2cc(/C=C/c3ccc(O)c(OC)c3)n(-c3ccccc3)n2)ccc1O | -3.6* | 3.2* | -53* | -8.2* | .
39 | O=C(Oc1cccc2cccnc12)c1ccccc1 | 117&107 | 106&87 | 106&106 | 102&110 | 103&94
40 | COc1ccccc1NCc1ccc(CO)n1-c1ccc(C)cc1 | 100 | 96 | 82 | 81 | 94
41 | CC(C(=O)c1ccccc1)C(=O)C(F)(F)F (stereo unspecified) | 111 | 104 | 102 | 103 | 102
42 | O=C(Nc1ccccc1Cl)OCCN1CCOCC1 | 99 | 104 | 112 | 99 | 100
43 | COc1cc(CCCO)c(OC)c2c1OCO2 | 100 | 97 | 105 | 100 | 97
44 | O=C1/C(=C\c2cn(C(=O)c3ccc(Cl)cc3)c3ccccc23)c2ccccc2N1c1c(Cl)cccc1Cl | 112 | 100 | 116 | 95 | 97
45 | COc1ccc(NC(=S)N(CCC#N)C2CCCCC2)cc1 | 85 | 102 | 120 | 90 | 105

No. | IGROV1 | OVCAR-4 | NCI-H460 | NCI-H522
31 | 41 | 44 | -14* | -17*
32 | 43 | 30 | -72* | 9.6*
33 | 114 | 99 | 105 | 98
34 | 85 | 105 | 105 | 93
35 | 107 | 108 | 113 | 96
36 | 88 | 96 | 105 | 89
37 | 62 | 58 | 28 | 49
38 | -21* | 4.5* | 0.1* | -30*
39 | 113 | 116&85 | 109&87 | -4.2*!
40 | 92 | 98 | 111 | 94
41 | 114 | 111 | 107 | 100
42 | 107 | 110 | 109 | 64
43 | 103 | 105 | 106 | 100
44 | 99 | 100 | 111 | 91
45 | 109 | 100 | 105 | 86

# Fetched by compound from the list above (3):
No. | SMILES | NCI-H322M | NCI/ADR-RES | SK-OV-3 | NCI-H226 | NCI-H23
37 | O=c1[nH][n+](-c2ccc(Br)cc2)no1 | 72 | 74 | 82 | 73 | 89
32 | CNCCNc1nc2ccccc2c2c(=O)c3cc(OC)ccc3sc12 | 39 | 52 | . | . | 70
33 | CN1CCN(c2ccncc2S(=O)(=O)N2CCCC2)CC1 | 109 | 101 | 103 | 105 | 101

No. | IGROV1 | OVCAR-4 | NCI-H460 | NCI-H522
37 | 62 | 58 | 28 | 49
32 | 43 | 30 | -72* | 9.6*
33 | 114 | 99 | 105 | 98

# (more compounds)
No. | SMILES | NCI-H322M | NCI/ADR-RES | SK-OV-3 | NCI-H226 | NCI-H23
46 | CCC[C@@H]1C[C@@H](C(=O)N[C@@H](C2O[C@H](SC)[C@H](O)[C@@H](O)[C@H]2O)[C@H](C)Cl)N(C)C1 (stereo partly specified) | 103 | 112 | 100 | 88 | 108
47 | Cc1ccc(S(=O)(=O)Oc2ccc(-c3ccc4sccc4c3)cc2)cc1 | . | 98 | 102 | 83 | 86
48 | Clc1ccc(CN2CCCc3ccccc32)cc1 | 87 | 96 | 99 | 89 | 82
49 | C=CCOC(=O)[C@H](C)NC(=O)[C@@H]1CCCN1C(=O)CNC(=O)C(C)(C)C | 101 | 105 | 103 | 115 | 103
50 | O=C(O)COc1ccccc1OCC(=O)O | 106 | 120 | 111 | 99 | 108
51 | CC(C)=C[C@@H]1C[C@H](O)Cc2ccc(Cl)c(C)c2N1 | 90 | 98 | 99 | 92 | 95
52 | C=C(C)[C@@H]1CC[C@]2(CO)CC[C@]3(C)[C@H](CC[C@@H]4[C@@]5(C)CCCNC(C)(C)[C@@H]5CC[C@]43C)[C@@H]12 | 70 | 45 | 92 | 84 | 63
53 | O=C(CCCCCCC(=O)Nc1ccc(C(=O)/C=C/c2cn(-c3ccccc3)nc2-c2ccc([N+](=O)[O-])cc2)cc1)NO | 85 | 92 | 87 | 93 | 101
54 | CC12CCCC(CC(=O)c3[nH]c4ccccc4c31)C2 (stereo unspecified) | 36 | 5.2* | 53 | 61 | 33
55 | FCc1ncc(-c2ccc(C(F)(F)F)cc2)c(NC2CCCCCC2)n1 | 36[100 µM] | 18[100 µM] | 46[100 µM] | 34[100 µM] | 11[100 µM]
56 | Cn1cc(-c2ccc(-c3cn(C)c4ncccc34)s2)c2cccnc21 | 88 | 90 | 108 | 88 | 92

No. | IGROV1 | OVCAR-4 | NCI-H460 | NCI-H522
46 | 104 | 98 | 136 | 104
47 | 99 | 96 | 97 | 82
48 | 52 | 114 | 106 | 93
49 | 109 | 102 | 108 | 108
50 | 108 | 92 | 113 | 100
51 | 94 | 93 | 107 | 93
52 | 36 | 32 | -54* | 64
53 | 95 | 79 | 79 | 60
54 | 25 | 61 | 7.5* | 2.3*
55 | 27[100 µM] | 27[100 µM] | -29*[100 µM] | .
56 | 97 | 106 | 99 | 72

# An unsorted share of the library; 11% or so of the library scored in one or more.
